Sm TGR inh: qHTS Assay for the Inhibitors of Schistosoma Mansoni Peroxiredoxins. Potency, µM (titrated, usually from 114 µM), for the others: top-dose activity change, negative = inhibition, usual class: inhibitors. purified TGR, DTNB reduction, TNB absorbance 405 nm. 3% of 360,000 active; also: nearly all actives have a fitted effect of over 60% in size
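Kinetic colorimetric format: TGR-catalysed, NADPH-driven DTNB reduction monitored via TNB absorbance. Enzyme dispensed at 20 nM; compound exposure 15 min at room temperature before reaction start.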
HCV inhibitor: qHTS Assay for Inhibitors of Hepatitis C Virus (HCV); Huh7.5.1 HCVcc-Cre infection, luciferase reporter, 44 h; Potency, µM (doses to about 41.8 µM), for the others: top-dose activity change, negative = inhibition, hits mostly inhibitors; 3.4% of 340,000 active
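Cells (1,000/well) were plated 4 h before compound, then infected with HCVcc-Cre virus (~0.5 moi). After 44 h further culture, infection was read as luciferase luminescence following a 15 min substrate incubation at room temperature.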
Pf growth 96h: Primary qHTS for delayed death inhibitors of the malarial parasite plastid, 96 hour incubation. P. falciparum luciferase reporter growth, 96 h. Potency, µM (top dose mostly 28.7 µM), inactives show top-dose activity change, negative = inhibition, actives largely listed as inhibitors. 6.9% of 320,000 active. AID 504834, 2011
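Parasite growth measured via integrated firefly luciferase reporter in P. falciparum. Infected erythrocytes at 2% hematocrit, 0.05% parasitemia final were treated 96 hours at 37 C under 5% CO2, and luminescence was read.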
Pf growth 48h: Primary qHTS for delayed death inhibitors of the malarial parasite plastid, 48 hour incubation. P. falciparum luciferase growth in erythrocytes, 48 h. Potency, µM (highest dose often 28.7 µM), without a hit: at the top dose activity change, negative = inhibition, most hits filed as inhibitors. 5.9% of 310,000 active. AID 504832, 2011
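Luminescence readout; reporter = integrated firefly luciferase in P. falciparum. RBC culture at 2% hematocrit, 0.1% parasitemia final, 37 C/5% CO2; decreased signal taken as growth inhibition.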
LmPK inh: qHTS Assay for Inhibitors of Leishmania Mexicana Pyruvate Kinase (LmPK); Q27686; purified LmPK, Kinase-Glo ATP luminescence, 1 h; Potency, µM (highest dose often 57.5 µM), for the others: at the top dose activity change, negative = inhibition, hits mostly inhibitors; 0.37% of 290,000 active
Target sequence (Q27686 whole entry, looked up): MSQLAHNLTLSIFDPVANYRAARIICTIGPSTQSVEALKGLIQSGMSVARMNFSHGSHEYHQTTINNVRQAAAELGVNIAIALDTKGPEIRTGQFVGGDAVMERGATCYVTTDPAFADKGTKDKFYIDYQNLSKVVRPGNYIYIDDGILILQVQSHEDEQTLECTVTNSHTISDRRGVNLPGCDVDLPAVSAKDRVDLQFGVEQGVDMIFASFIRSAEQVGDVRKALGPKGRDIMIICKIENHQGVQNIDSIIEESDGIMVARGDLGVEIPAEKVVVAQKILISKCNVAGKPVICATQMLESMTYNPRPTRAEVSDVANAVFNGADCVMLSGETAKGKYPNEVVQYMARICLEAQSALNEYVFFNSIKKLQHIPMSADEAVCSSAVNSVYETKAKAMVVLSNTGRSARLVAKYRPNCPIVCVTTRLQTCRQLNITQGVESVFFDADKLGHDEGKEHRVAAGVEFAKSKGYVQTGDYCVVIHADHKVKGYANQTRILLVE
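Kinase-Glo luminescence read after 1 h RT reaction of 0.1 nM LmPK with 0.5 mM PEP and 0.1 mM ADP. Activity scaled between uninhibited and enzyme-free controls.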
Tb PYK inh: qHTS of Trypanosoma Brucei Inhibitors; Potency, µM (highest dose often 76.8 µM), without a hit: top-dose activity, negative = inhibition, usual class: inhibitors; 0.12% of 410,000 active; TbPYK enzyme, Kinase-Glo Plus ATP luminescence, 45 min; AID 624173, 2012; pyruvate kinase (Trypanosoma brucei), Q57TT1; also: nearly all actives have a fitted effect of over 50% in size
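Readout: single end-point luminescence (Kinase-Glo Plus, 10 min). Reaction conditions were TbPYK/substrate plus 130 uM ADP, 45 min at RT, pH 7.2 TEA buffer. No-enzyme wells served as controls, and data were normalized before concentration-response fitting.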
The depositor's hits bear a star; u = inconclusive; x = not tested or not shown; & = joins results of further samples; [ ] = remark or other dose. Calls follow the shape of the dose curve; as a rule, active = well fitted curve in the direction sought with a large enough effect; inconclusive = small, poorly fitted or top-dose-only effect, or another doubt; inactive = no such curve, though single readings can be large; an effect the other way counts as inactive or inconclusive. % is scaled to controls: 0 for no effect and ±100 for the full control effect; potency is read from the fitted curve at half-maximal effect.

SMILES | Tb PYK inh | LmPK inh | Pf growth 96h | Pf growth 48h | Sm TGR inh | HCV inhibitor
O=C(CCc1ccc(S(=O)(=O)NCCc2ccccc2)cc1)Nc1ccc2c(c1)OCCO2 | 0% | 2% | 135%[activator] | -12% | -1% | u
Cc1noc(C)c1CSc1nc2ccccc2nc1NS(=O)(=O)c1ccc(Cl)cc1 | -4% | 7% | u | u | -26% | -18%
COc1ccc(C(=O)CN2C(=O)NC(C)(c3ccccc3)C2=O)cc1OC (stereo not given) | -5% | 0% | 0% | -11% | 10% | -5%
CC1=NN(S(=O)(=O)c2ccc(F)cc2)C(=O)c2ccccc2O1 | 1% | 1% | 50%[activator] | 13% | 26% | 23%
CCN(C(=O)c1cc(S(=O)(=O)N2CCc3ccccc32)cn1C)c1ccccc1 | -2% | 6% | 0% | -4% | 2% | -30%
CCn1c(SCC(=O)Nc2cc(C)on2)nnc1-c1ccc(S(=O)(=O)N2CCN(C)CC2)cc1 | 4% | 7% | x | 6% | -25% | -4%
COc1ccc(CC(=O)NNS(=O)(=O)c2cccc([N+](=O)[O-])c2)cc1OC | -9% | -10% | 79%[activator] | 2% | 8% | -15%
CN1CCN(NC(=O)c2cccc(S(=O)(=O)N3CCCCCC3)c2)CC1 | 5% | 2% | 0% | 18% | -1% | 14%
COCCNC(=O)NC(=O)COC(=O)Cc1ccc2c(c1)OCCO2 | 7% | 0% | 11% | 10% | -1% | 5%
O=C(OCC(=O)N1CCCCCC1)c1ccc(F)cc1F | 3% | x | 20% | 47%[activator] | -4% | -6%
O=C(Nc1ncc2c(n1)CC(c1cccc(Cl)c1)CC2=O)c1ccco1 (stereo not given) | 10% | 1% | u | u | 6% | u
COC(=O)c1cccc(N(C(=O)c2ccco2)C(C(=O)NC2CCCC2)c2ccco2)c1 (stereo not given) | 2% | 1% | u | u | 45µM* | -3%
O=C(c1ccc(N2CCCCC2)c([N+](=O)[O-])c1)N(c1ccccn1)c1ccccn1 | -5% | 1% | -1% | 1% | 2% | -1%
Cn1c(C(F)(F)F)nc2c(=O)oc3ccccc3c21 | -2% | 4% | -24% | -3% | 0% | 17%
CCOC(=O)c1[nH]c(C)c(/C(O)=C2\C(=O)C(=O)N(CCCN3CCOCC3)C2c2cccnc2)c1C (stereo not given) | 6% | -1% | u | 2% | u | -7%
CCCCCCCC(=O)NNC(=O)c1c(O)c2ccccc2n(CC)c1=O | 2% | 2% | -5% | -11% | 7% | -1%
COc1ccc(CCNc2ccncn2)cc1 | 8% | 1% | -1% | 24% | 8% | u
CCS(=O)(=O)N1CCC(C(=O)NC2CCCCCCC2)CC1 | 21% | 7% | -16% | 3% | 1% | 6%
C=CCn1c(COc2ccccc2)nnc1SCC(=O)N/N=C/c1cc(Cl)ccc1O | 3% | 1% | 18% | 8% | -10% | 7%
CN1c2ccccc2-c2nc3ccccc3n2C1c1ccccn1 (stereo not given) | -9% | 0% | x | 9.3µM* | -8% | -24%
Cc1c(NC(=O)C2CCCN(S(=O)(=O)c3cnc[nH]3)C2)c(=O)n(-c2ccccc2)n1C (stereo not given) | 6% | 0% | -3% | x | 3% | 16%
COc1cc(OC)c(OC)cc1/C=N/NC(=O)c1cnccn1 | 0% | -4% | 57%[activator] | 18% | x | -13%
CCCC(=O)NC(Nc1ccc(S(=O)(=O)Nc2ncccn2)cc1)(C(=O)OCC)C(F)(F)F (stereo not given) | -7% | 1% | -22% | -12% | 9% | 2%
CCCCn1c(N)c(N(CC(C)C)C(=O)CCC2CCCCC2)c(=O)[nH]c1=O | -8% | -4% | u | u | 71%[activator] | 21%

Taken from above.
Tb PYK inh result of `CCOC(=O)c1[nH]c(C)c(/C(O)=C2\C(=O)C(=O)N(CCCN3CCOCC3)C2c2cccnc2)c1C` (stereo not given) reads 6%
LmPK inh result of `CCCCn1c(N)c(N(CC(C)C)C(=O)CCC2CCCCC2)c(=O)[nH]c1=O` reads -4%

The results go on.
SMILES | Tb PYK inh | LmPK inh | Pf growth 96h | Pf growth 48h | Sm TGR inh | HCV inhibitor
Cc1ccc(S(=O)(=O)CC(=O)Nc2ccc(F)c(F)c2F)cc1 | -18% | 0% | 38%[activator] | 52%[activator] | -9% | 3%
Cc1nc2ccc(NC(=O)/C=C/C(=O)O)cc2nc1C | -2% | 6% | u | -7% | -24% | 20%
CC(C)OC(=O)CSc1nnc(-c2cccnc2)n1N | -1% | -3% | u | -5% | 0% | -9%
CCCCCC1CC(=O)N(Cc2ccccc2)C(=O)N1 (stereo not given) | 1% | -3% | u | 5% | 5% | 29%
Cc1cccc(C(=O)N[C@H](C(=O)OCc2cc(=O)n3c(n2)sc2ccccc23)C(C)C)c1 | -7% | 0% | -29% | 35%[activator] | 4% | u
CSc1ncccc1C(=O)N1CCN(S(=O)(=O)c2ccc(F)cc2)CC1 | -15% | -15% | u | 5% | -1% | 4%
CC(C)(O)P(C)(=O)c1ccccc1 (stereo not given) | 2% | 3% | -2% | x | 3% | 20%
O=c1cnnc(N/N=C/c2ccc3c(c2)OCO3)[nH]1 | 2% | 3% | 17% | 24% | 3% | 22%
Cc1cc2ccccn2c1C(=O)c1cccc([N+](=O)[O-])c1 | 0% | -2% | 16% | -3% | 7% | 2%
C=CCNC(=O)c1c(-c2c(F)cccc2Cl)noc1C | -14% | 0% | -18% | x | -2% | 8%
Cc1nnc(NC(=O)C(C)Sc2nnc(-c3ccco3)n2C)s1 (stereo not given) | -1% | -5% | -18% | -12% | -23% | 2%
CC(=O)Nc1ccc(S(=O)(=O)Nc2nc3ccccc3nc2Cl)cc1 | 11% | -8% | 29% | 41%[activator] | 0% | 5%

Reprinted from above (2 entries):
SMILES | Tb PYK inh | LmPK inh | Pf growth 96h | Pf growth 48h | Sm TGR inh | HCV inhibitor
Cc1cc2ccccn2c1C(=O)c1cccc([N+](=O)[O-])c1 | 0% | -2% | 16% | -3% | 7% | 2%
C=CCNC(=O)c1c(-c2c(F)cccc2Cl)noc1C | -14% | 0% | -18% | x | -2% | 8%

Next part:
SMILES | Tb PYK inh | LmPK inh | Pf growth 96h | Pf growth 48h | Sm TGR inh | HCV inhibitor
COc1cc([N+](=O)[O-])ccc1NC(=O)C[n+]1ccccc1C | 1% | 1% | u | u | 1% | 20%
CCCCOc1ccc(C(=O)NCC(=O)NCC(c2ccco2)N2CCCCC2)cc1 (stereo not given) | -6% | x | -13% | u | -10% | u
CCOC(=O)c1cnn(CC2CCCCC2)c1N | 8% | -2% | x | 12% | 10% | 12%
CC(=O)Oc1ccc2c(=O)c(-c3ccccc3)c(C)oc2c1 | -2% | 1% | 1% | u | -7% | -27%
COc1ccc(OC)c(S(=O)(=O)NCC(c2ccco2)N2CCc3ccccc32)c1 (stereo not given) | 2% | x | u | u | -3% | -6%
CCOc1ccc2[nH]c(=O)c(C(c3nnnn3Cc3ccco3)N3CCC(C)CC3)cc2c1 (stereo not given) | -24% | -3% | 25% | u | 45µM* | 2%&24%
CC1(c2ccc(OC(F)F)cc2)NC(=O)N(CC(=O)Nc2ccccc2)C1=O (stereo not given) | -7% | 0% | 51%[activator] | 28% | -4% | u
CCCCc1ccc2[nH]cc(CCN)c2c1 | 5% | 2% | 13% | u | 10% | u
CN(C)C(=O)Cn1c(=O)n(C)c2ccccc21 | 0% | -1% | 21% | 14% | -20% | 5%
COc1ccc(N2CCN(c3oc(COc4ccc(Cl)cc4Cl)nc3C#N)CC2)cc1 | 3% | 3% | -1% | 16% | 0% | u
Cc1c(C(=O)Nc2ccc(F)cc2)nnn1-c1cccc(C(F)(F)F)c1 | 5% | 11% | 3% | 31%[activator] | 1% | u
CC(=O)N1CCc2cc(S(=O)(=O)NCCC(=O)NC3CCCCCC3)ccc21 | -2% | 2% | 86%[activator] | 2% | 4% | -28%

Overlap with the part before: 3 entries; new compounds follow.
SMILES | Tb PYK inh | LmPK inh | Pf growth 96h | Pf growth 48h | Sm TGR inh | HCV inhibitor
COc1ccc(N2CCN(c3oc(COc4ccc(Cl)cc4Cl)nc3C#N)CC2)cc1 | 3% | 3% | -1% | 16% | 0% | u
Cc1c(C(=O)Nc2ccc(F)cc2)nnn1-c1cccc(C(F)(F)F)c1 | 5% | 11% | 3% | 31%[activator] | 1% | u
CC(=O)N1CCc2cc(S(=O)(=O)NCCC(=O)NC3CCCCCC3)ccc21 | -2% | 2% | 86%[activator] | 2% | 4% | -28%
Cn1c(=O)c2c(nc(N/N=C/c3ccc(OC(=O)c4ccco4)cc3)n2Cc2ccccc2Cl)n(C)c1=O | 6% | 0% | u | u | -9% | u
COc1cccc(N2CCN(Cc3cccc(Cl)c3)CC2)c1 | -3% | 0% | 20% | -1% | 7% | 13%
CCCCn1c(N)c(N(CCOC)C(=O)c2ccc(N3CCCC3)c([N+](=O)[O-])c2)c(=O)[nH]c1=O | 4% | x | -8% | u | -1% | u
Cc1cccc(N2Cc3ccccc3C2=NC(=O)c2ccc(Cl)nc2)c1 | -8% | -3% | u | 14% | 3% | 4%
O=C(c1ccc(-c2cccc(C(F)(F)F)c2)o1)N1CCN(c2ccccc2O)CC1 | 1% | -1% | u | -20% | -33% | u
O=C(Nc1cc(Cl)ccc1O)c1cc2n(n1)C(C(F)(F)F)CC(c1ccc3c(c1)OCO3)N2 (stereo not given) | -2% | 2% | u | u | -11% | u
O=C(N/N=C1/CC2C=CCC12)c1ccco1 (stereo not given) | 7% | -4% | 61%[activator] | 18% | 5% | 8%
CCC(CC)C(=O)Nc1cccc(SC)c1 | x | 0% | 4% | 13% | 4% | x
COc1ccc(C2Nc3ccccc3C(=O)N2c2ccc(C)cc2)cc1Cn1cc([N+](=O)[O-])cn1 (stereo not given) | -2% | 7% | -73% | u | -1% | -26%
CCc1nc2ccc(C(=O)NCCc3ccccc3OC)cc2nc1CC | 1%&-3% | 0% | u | 10% | 1%&10% | u
O=C(O)c1ccccc1NS(=O)(=O)c1ccc2c3c(cccc13)C(=O)N2 | -6% | 2% | 1% | 13% | 4% | 10%
O=C(NC(C(=O)c1ccccc1)N1CCOCC1)c1ccccc1 (stereo not given) | -7% | -10% | 10µM* | 66%[activator] | -25% | 2%
CCCCn1c(NCCN(C)C)nc2c1c(=O)[nH]c(=O)n2C | -3% | -1% | 4.7µM* | 24% | 11% | 18%
O=C(/C=C/c1ccccc1)N(Cc1cccs1)C1CCS(=O)(=O)C1 (stereo not given) | 9% | -8% | u | u | 6% | 5%
CC(C)Cc1nnc(NC(=O)C2CCCC2)s1 | 1% | -3% | 36%[activator] | 27% | -4% | -5%
Cc1ccc(C)c(NC(=O)C(=O)NCc2ccccn2)c1 | -9% | 0% | 0% | 0% | -6% | -3%
CN(C)CCCNC(=O)C(=O)Nc1ccc2c(c1)N(S(=O)(=O)c1cccs1)CCC2 | -10% | x | u | 9.3µM* | 0% | 8.9µM*
C=CCNC(=S)N(CC=C)C1CCS(=O)(=O)C1 (stereo not given) | 4% | -2% | 94%[activator] | 15% | -1% | 19%
Cc1cc(C(=O)COC(=O)c2ccc(Cl)c(S(N)(=O)=O)c2)c(C)n1C1CC1 | -8% | x | -2% | 80%[activator] | 0% | u
CC[C@H](C)[C@H](NC(N)=O)C(=O)Nc1ccc(S(=O)(=O)NC(C)C)cc1 | 12% | 2% | 36%[activator] | u | -11% | 6%
CCc1ccc(NC(=O)CCc2nnc3ccc(N4CCCC4)nn23)cc1 | 0% | -1% | -22% | -15% | 4% | -1%
O=C(Nc1ccccc1)C1=C[C@H](c2csc3ccccc23)C[C@H](OCCCCO)O1 | 0% | 4% | 8.3µM* | u | -23% | -9%
Cc1cc(C)c(OCC(=O)Nc2cc(C(=O)O)cc(C(=O)O)c2)cc1C | -2% | 1% | 22% | u | 3% | 27%
